# cardiac RTF act – cardiac RTF calcium sensitivity activators, primary screen, biochemical, IANBD-TnC fluorescence, EC20 calcium; Troponin I, cardiac muscle (Homo sapiens) + Troponin T, cardiac muscle (Homo sapiens) + …; IANBD-labeled TnC RTF fluorescence at EC20 calcium; 0% EC20 calcium, 100% full calcium; activation, % at 7.2 µM; actives 0.24% (n = 340,000); AID 493008, 2010;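 active = activation above the mean over all tested compounds plus 3 SD, cut at about 30% in these data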;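 note: rise in fluorescence read as greater calcium sensitivity of cardiac thin filaments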
# PfHsp90 set2 – growth inhibition of PfHsp90-expressing yeast, primary screen, antimalarial PfHsp90 inhibitor project, S. cerevisiae, BacTiter-Glo luminescence, single point, set 2; BacTiter-Glo ATP, 48 h; yeast lacking PDR1 and PDR3 efflux regulators; inhibition, % at 9.4 µM; actives 0.32% (n = 310,000);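 active = every replicate shows inhibition above about 80%, whatever the replicate mean, limit read from the data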;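 note: 0% = DMSO neutral controls and 100% = 20 µM radicicol positive controls; yeast relying on Plasmodium falciparum Hsp90 in place of its own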
# LANA DNA inh – inhibitors of KSHV C-LANA binding to DNA, primary screen, biochemical, fluorescence polarization, FAM-LBS DNA, MBP-C-LANA, single point | Kaposi's sarcoma herpesvirus LANA C-terminal domain (residues 932-1162) DNA binding | actives 0.078% (n = 340,000) | inhibition, % at 9 µM;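 active = highest replicate inhibition at or above 60% at 9 µM, even if other replicates fall short; inactive = all replicates below 60% inhibition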;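 note: 0% = neutral control wells and 100% = 4 µM acridine orange control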
# CDK5 inh – inhibitors of human CDK5/p35 kinase, primary screen, biochemical, single concentration; Cyclin-dependent kinase 5 (Homo sapiens) + Cyclin-dependent kinase 5 activator 1 (Homo …; Recombinant CDK5/p35, ADP-Glo luminescence, 60 min; inhibition, % at 10 µM; actives 0.01% (n = 330,000); AID 488839, 2010;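 active = highest replicate inhibition of at least 50% and at least 75% of replicates reaching 50%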;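 note: plate controls were DMSO neutral control for no effect and GW8510 at 10 µM for full effect; many of its hits are not listed in these tables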
# Target sequence (Q00535 whole entry, looked up): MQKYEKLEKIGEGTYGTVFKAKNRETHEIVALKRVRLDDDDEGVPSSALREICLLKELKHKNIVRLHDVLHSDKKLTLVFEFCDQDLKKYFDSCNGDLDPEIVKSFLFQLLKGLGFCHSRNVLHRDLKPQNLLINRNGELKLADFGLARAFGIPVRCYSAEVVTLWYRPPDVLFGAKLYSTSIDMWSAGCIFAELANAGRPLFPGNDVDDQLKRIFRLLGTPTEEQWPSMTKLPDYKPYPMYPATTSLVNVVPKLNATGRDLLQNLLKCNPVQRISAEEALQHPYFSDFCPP
# Target sequence (Q15078 whole entry, looked up): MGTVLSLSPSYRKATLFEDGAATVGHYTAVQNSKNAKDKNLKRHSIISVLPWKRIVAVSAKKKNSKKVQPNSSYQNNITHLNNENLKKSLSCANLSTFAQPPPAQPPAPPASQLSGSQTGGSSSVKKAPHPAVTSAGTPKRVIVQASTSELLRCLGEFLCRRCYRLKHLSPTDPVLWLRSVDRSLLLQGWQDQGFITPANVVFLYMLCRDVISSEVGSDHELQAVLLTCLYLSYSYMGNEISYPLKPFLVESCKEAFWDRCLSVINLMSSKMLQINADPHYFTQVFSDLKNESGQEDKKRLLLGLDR
# dFosB act – activators of delta FosB homodimer, primary screen, biochemical, fluorescence polarization, TAMRA-CDK5 oligo, single point | Protein FosB (Mus musculus), P13346 | purified delta FosB; percent of positive-control signal above neutral wells | activation, % at 25 µM | actives 0.99% (n = 340,000) | AID 493131, 2011;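 active = mean activation above about 17%, with every replicate also reaching it, limit read from the data, passing the limit was not always enough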;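 note: fluorescence polarization rise as delta FosB binds a TAMRA Cdk5 AP-1 oligo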
# Target sequence (P13346 whole entry, looked up): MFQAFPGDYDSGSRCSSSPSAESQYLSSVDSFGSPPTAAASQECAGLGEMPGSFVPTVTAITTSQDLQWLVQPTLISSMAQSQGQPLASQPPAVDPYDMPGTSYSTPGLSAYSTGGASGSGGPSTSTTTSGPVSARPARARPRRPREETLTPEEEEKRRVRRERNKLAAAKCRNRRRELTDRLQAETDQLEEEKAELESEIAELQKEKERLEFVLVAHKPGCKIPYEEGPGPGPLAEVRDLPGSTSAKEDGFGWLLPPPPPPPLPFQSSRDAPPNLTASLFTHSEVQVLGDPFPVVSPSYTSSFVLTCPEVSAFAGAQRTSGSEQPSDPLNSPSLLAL
# NSD2 HMT inh – NSD2 histone methyltransferase inhibitors, primary screen, biochemical, AlphaScreen, single concentration, set 2; AID 743445, 2014; Histone-lysine N-methyltransferase NSD2 (Homo sapiens), O96028; actives 0.54% (n = 310,000); NSD2 peptide methylation, 120 min; inhibition, % at 12.5 µM; in the data active = inhibition above about 50%
# PvdQ acylase – P. aeruginosa PvdQ acylase inhibitors, primary screen, biochemical, fluorescence, plate reader and imaging, single point | inhibition, % at 10 µM | PvdQ acylase [Pseudomonas aeruginosa LESB58] | actives 0.063% (n = 340,000) | purified PvdQ acylase | AID 488965, 2010; in the data active = inhibition above about 30%, passing the limit was not always enough;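 note: 0% = vehicle neutral wells and 100% = reference inhibitor wells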
# Mot1-301 SUMO – yeast Mot1-301 growth rescue at high temperature, primary screen, SUMOylation pathway inhibitor project, S. cerevisiae, ATP luminescence, 38.5C. growth rescue, % at 18.8 µM. S. cerevisiae Mot1-301 growth rescue; percent above DMSO median, 100 means doubled. actives 1% (n = 320,000);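 active = every valid replicate shows activation above 250% relative to neutral control wells; inactive = the rest, any valid replicate at or below 250%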;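 note: OY570 slx delta 5 strain wells were the positive control but not used for scaling; some compounds called inactive have numbers as strong as hits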
# Cardiac RTF inh – cardiac RTF calcium sensitivity inhibitors, primary screen, biochemical, IANBD-TnC fluorescence, EC70 calcium; AID 493244, 2011; IANBD-labeled cardiac RTF, Ca2+ fluorescence; actives 0.12% (n = 340,000); inhibition, % at 7.15 µM;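 active = inhibition above the mean inhibition of all tested compounds plus 3 SD, cut at about 17% in these data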;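 note: assay run at fixed EC70 calcium of 1.6 mM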
# Rtt109 HAT inh – inhibitors of C. albicans Rtt109/Vps75 HAT, primary screen, biochemical, ThioGlo CoA-SH fluorescence, plate reader. purified Rtt109/Vps75, 4 h. inhibition, % at 34.9 µM. Histone acetyltransferase RTT109 (Candida albicans (strain SC5314 / ATCC MYA-2876)), …. actives 0.16% (n = 330,000);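 active = inhibition of at least 50% in every replicate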
# Keap1-Nrf2 PPI – Keap1-Nrf2 protein-protein interaction inhibitors, primary screen, biochemical, fluorescence polarization, single point; Keap1 Kelch-Nrf2 peptide fluorescence polarization, 1536-well; inhibition, % at 9.4 µM; actives 0.15% (n = 340,000); AID 504523, 2011; in the data active = inhibition above about 12%;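 note: human Keap1 Kelch domain with fluorescein labeled Nrf2 9mer peptide probe; 0% = neutral control wells and 100% = peptide positive control; higher means more block of Keap1 binding to Nrf2 peptide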
# Starred values were filed as active, the others as inactive; nt = no result given.
SMILES,cardiac RTF act,PfHsp90 set2,LANA DNA inh,CDK5 inh,dFosB act,NSD2 HMT inh,PvdQ acylase,Mot1-301 SUMO,Cardiac RTF inh,Rtt109 HAT inh,Keap1-Nrf2 PPI
O=C(Nc1c(F)cc(F)cc1Br)c1cc2nc(C(F)F)cc(C(F)F)n2n1,-2,-11,0.5,1.1,-1,0,-13,25,-4,1,2
O=C(Nc1nc(-c2ccncc2)cs1)C1c2ccccc2Oc2ccccc21,-5,28,-1.9,-2.0,11,2,-11,-6,0,0,-6
O=C(COC(=O)c1ccc2c(c1)OCCO2)NCCc1ccccc1,0,-4,-1.3,-0.7,-12,-1,-7,-10,-10,2,0
CCOC(=O)Cn1nc(C)c2c1CCCC2=O,-4,-1,1.6,-1.3,1,1,-7,11,0,-9,0
CCN(CCO)Cc1cn[nH]c1-c1ccc(C)c(C)c1,-4,nt,0.4,-0.5,3,-2,-18,22,4,-20,-3
O=C(c1ccc(-c2ccccc2)c(F)c1)C1CCCN(C(=O)c2cncs2)C1 (configuration not stated),0,89*,1.5,-2.2,-1,1,-14,240,7,9,-4
COc1cc(-c2nc3n(n2)C(c2ccncc2)C2=C(CCCC2=O)N3)cc(OC)c1OC (configuration not stated),0,7,1.6,-0.3,-6,-2,-21,4,0,6,1
O=C(CN1C(=O)CCC1=O)Nc1nc(-c2ccc3ccccc3c2)cs1,3,-17,0.5,-1.7,15,3,-8,nt,-4,3,-5
Nc1ncnc2c1ncn2[C@@H]1O[C@H](CO)[C@@H](O)[C@@H]1O,3,25,-0.7,0.8,1,nt,-6,5,-3,0,-3
COc1cccc(C2c3[nH]c4ccccc4c3C[C@H]3C(=O)N(C4CC4)CC(=O)N23)c1 (some centres not stated),-2,-24,-0.5,2.0,-7,2,-14,4,-7,-3,-1
O=C(Nc1nc(=O)[nH]s1)c1ccccc1,0,-34,0.1,0.3,0,0,-11,74,-3,-3,-5
COc1cc(OC)cc(-c2oc(=O)c3cc(OC)c(OC)cc3c2/C=C/c2ccc(F)cc2)c1,8,nt,-3.9,-0.7,-4,nt,-8,-17,-5,-2,-1
S=c1[nH]nc(COc2ccccc2)n1/N=C/c1ccc(Cl)c(Cl)c1,-2,-6,-1.0,0.0,-2,-5,6,4,-1,12,1
CC(C(=O)NN)c1ccc([N+](=O)[O-])cc1 (configuration not stated),-2,nt,0.1,3.3,3,1,9,-9,-7,7,-2
COc1ccc(S(=O)(=O)NCC(=O)N(CC(=O)NC(C)(C)C)Cc2cccs2)cc1,5,2,-1.3,-1.3,-7,1,2,-11,6,11,-4
COc1ccc(S(=O)(=O)N(C)CC(=O)Nc2cccc(C(C)=O)c2)cc1C,-2,9,0.5,2.8,-7,-2,17,-16,-5,12,-2
O=S(=O)(NC1=NCCC1)c1ccc(F)cc1,-1,4,1.5,0.0,5,-1,-16,-17,-2,-2,-8
NS(=O)(=O)c1ccc(N/N=C/c2ccc(O)c(O)c2O)c([N+](=O)[O-])c1,-7,4,0.9,4.2,-8,73*,1,nt,12,20,3
NNC(=O)CSc1c(-c2ccccc2)c2cc(Cl)ccc2[nH]c1=O,-4,3,-1.4,0.9,-6,1,-2,-5,3,-5,-3
COc1ccc(CNC(=O)C/C(C)=N/NC(=O)COc2ccccc2)cc1,-3,10,0.2,0.6,-1,-3,-3,0,-10,2,-4
CC(C)CNS(=O)(=O)c1ccc(CCC(=O)Nc2ccc3c(c2)OCCO3)cc1,-6,4,0.0,-0.9,-7,0,1,69,-3,10,0
CCCn1c(SCC(=O)N2c3ccccc3CC2C)nnc1-c1ccco1 (configuration not stated),-4,-8,1.1,-1.2,-4,3,1,5,1,15,-6
COc1ccc(-c2nnc(NC(=O)c3ccccc3[N+](=O)[O-])s2)c(OC)c1,4,-46,1.7,-2.7,-2,nt,-6,-5,-5,-1,0
O=C(CCN1CCN(c2ccccc2)CC1)NNC(=O)c1cccc2ccccc12,3,13,-0.7,-2.1,-7,0,-12,-15,-1,-4,1
O=C(NCc1csc2ccc(Cl)cc12)Nc1ccccc1,-3,-7,-0.4,2.0,13,2,3,-4,5,-12,0

# Reprinted from the part before: two entries, followed by the next part.
SMILES,cardiac RTF act,PfHsp90 set2,LANA DNA inh,CDK5 inh,dFosB act,NSD2 HMT inh,PvdQ acylase,Mot1-301 SUMO,Cardiac RTF inh,Rtt109 HAT inh,Keap1-Nrf2 PPI
O=C(CCN1CCN(c2ccccc2)CC1)NNC(=O)c1cccc2ccccc12,3,13,-0.7,-2.1,-7,0,-12,-15,-1,-4,1
O=C(NCc1csc2ccc(Cl)cc12)Nc1ccccc1,-3,-7,-0.4,2.0,13,2,3,-4,5,-12,0
Cc1ccsc1/C=C1\SC(=S)N(CC2CCCO2)C1=O (configuration not stated),-1,28,-1.3,-0.9,-3,9,-7,4,-3,2,1
CC(=O)c1cccc(NC(=O)CNC(=O)c2sc3ccccc3c2Cl)c1,-5,nt,1.0,0.8,10,1,2,664*,-4,-10,-3
O=C(CCNC(=O)c1ccc([N+](=O)[O-])cc1)Nc1ccc(F)cc1F,4,0,-0.5,-0.1,-12,30,-9,5,-10,-3,-2
CCN(CC(=O)NCc1ccc(F)cc1)C(=O)C(C)Oc1cccc(Cl)c1 (configuration not stated),3,-34,-0.4,-0.9,-12,-1,-12,-1,-5,-13,-5
Cc1cc(C)n2nc(C)c(Br)c2n1,7,5,-0.9,1.7,-6,-1,-7,-1,-3,2,-4
CCc1nc(C#N)c(N2CCCCC2)o1,6,-13,-0.3,-1.3,2,-2,-8,-13,-7,-3,3
C=CCCCCCCCCC(=O)NN,-4,6,1.4,-3.4,-5,3,5,89,-7,nt,-2
O=C(C(=O)c1cccnc1)c1cccnc1,-4,4,1.2,0.2,4,-5,-4,-5,4,4,-6
O=C(CSc1cn[nH]n1)Nc1ccc(O)c(C(=O)O)c1,2,3,-0.5,-1.2,1,-3,-18,-3,4,4,-5
CCSc1nnc2n1C(C)(C)Cc1ccccc1-2,-2,40,0.5,-2.0,6,nt,-8,-9,-2,-10,-1
COC(C(=O)Nc1ccnn1C1CCN(Cc2ccc(C)o2)CC1)c1ccccc1 (configuration not stated),-3,13,-5.4,-0.1,-7,-6,5,-16,-7,15,-4
Cc1nc(SCC(=O)NC(=O)NC(C)(C)C)nc(C)c1C,-6,19,-0.2,0.9,-9,12,-12,-20,-11,5,-3
CC(NC(=O)c1cccs1)c1n[nH]c(=S)n1C (configuration not stated),4,5,0.2,0.9,1,1,-14,-14,-4,-15,-3
COc1ccc(C2=NS(=O)(=O)N(C)C(C(=O)NC3CCCC3)=C2)cc1OC,-4,-3,0.7,0.7,-3,nt,-6,-7,1,-3,-3
CNC[C@H]1Oc2c(NS(=O)(=O)c3ccc(F)cc3)cccc2C(=O)N([C@H](C)CO)C[C@@H]1C,2,-11,-4.0,-0.2,-4,nt,1,-21,-6,-3,6
Cn1c(=O)c2c(n(C)c1=O)=NC1(CCCCC1)N=2,3,3,-0.4,0.4,3,-3,-1,-9,-2,-19,2
CC(NS(=O)(=O)c1cccc(S(=O)(=O)c2ccccc2)c1)C(=O)O (configuration not stated),2,11,-0.5,1.9,-1,-2,8,13,-9,-9,0
Cc1ccc(N(CC(=O)NCc2ccco2)C(=O)CCC(=O)Nc2nccs2)cc1C,0,-17,-1.5,0.6,-5,2,-11,-19,-1,-1,-6
CC1(C)C=C2[C@H]3CC[C@@H]4[C@@]5(C)CCC(=O)C(C)(C)[C@@H]5CC[C@@]4(C)[C@]3(C)CC[C@@]2(C(=O)O)CC1,-1,6,-0.2,-1.2,-1,nt,0,-33,-6,-1,2
O=C(COc1ccc([N+](=O)[O-])cc1)N1CCc2ccccc2C1,-5,27,1.1,0.8,-12,1,-9,48,-11,-9,0
O=C(CSC1=NS(=O)(=O)c2ccccc2N1)Nc1nccs1,-3,-6,1.9,0.1,-10,-1,-8,2,1,2,-1
Cc1ccc(NC(=O)c2csc3c2CCCC3)cc1,-1,-1,-0.2,-1.7,-2,-7,-8,-4,-4,0,-3
CNC(=O)CSc1nc(N)c2c3c(sc2n1)CCC3,3,0,5.7,0.9,-8,1,4,nt,-6,4,-3
CCOc1ccccc1Oc1coc2cc(O)ccc2c1=O,-3,-12,-0.1,1.5,2,-2,-12,38,2,-2,-6

# 8 entries already listed, ordered by formula weight, lowest first.
SMILES,cardiac RTF act,PfHsp90 set2,LANA DNA inh,CDK5 inh,dFosB act,NSD2 HMT inh,PvdQ acylase,Mot1-301 SUMO,Cardiac RTF inh,Rtt109 HAT inh,Keap1-Nrf2 PPI
Cc1cc(C)n2nc(C)c(Br)c2n1,7,5,-0.9,1.7,-6,-1,-7,-1,-3,2,-4
CC(NC(=O)c1cccs1)c1n[nH]c(=S)n1C (configuration not stated),4,5,0.2,0.9,1,1,-14,-14,-4,-15,-3
O=C(CSc1cn[nH]n1)Nc1ccc(O)c(C(=O)O)c1,2,3,-0.5,-1.2,1,-3,-18,-3,4,4,-5
Cc1ccsc1/C=C1\SC(=S)N(CC2CCCO2)C1=O (configuration not stated),-1,28,-1.3,-0.9,-3,9,-7,4,-3,2,1
O=C(CSC1=NS(=O)(=O)c2ccccc2N1)Nc1nccs1,-3,-6,1.9,0.1,-10,-1,-8,2,1,2,-1
CC(=O)c1cccc(NC(=O)CNC(=O)c2sc3ccccc3c2Cl)c1,-5,nt,1.0,0.8,10,1,2,664*,-4,-10,-3
CCN(CC(=O)NCc1ccc(F)cc1)C(=O)C(C)Oc1cccc(Cl)c1 (configuration not stated),3,-34,-0.4,-0.9,-12,-1,-12,-1,-5,-13,-5
COC(C(=O)Nc1ccnn1C1CCN(Cc2ccc(C)o2)CC1)c1ccccc1 (configuration not stated),-3,13,-5.4,-0.1,-7,-6,5,-16,-7,15,-4

# Bioassay records from PubChem.
